AHR activator: activators of human aryl hydrocarbon receptor. P35869. AHR-responsive luciferase reporter cells, luminescence. activation, % at 5 µM. 2.5% of 320,000 active; in the data active = activation above about 47%;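 note: 0% = vehicle wells and 100% = reference agonist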
Target sequence (P35869 whole entry, looked up): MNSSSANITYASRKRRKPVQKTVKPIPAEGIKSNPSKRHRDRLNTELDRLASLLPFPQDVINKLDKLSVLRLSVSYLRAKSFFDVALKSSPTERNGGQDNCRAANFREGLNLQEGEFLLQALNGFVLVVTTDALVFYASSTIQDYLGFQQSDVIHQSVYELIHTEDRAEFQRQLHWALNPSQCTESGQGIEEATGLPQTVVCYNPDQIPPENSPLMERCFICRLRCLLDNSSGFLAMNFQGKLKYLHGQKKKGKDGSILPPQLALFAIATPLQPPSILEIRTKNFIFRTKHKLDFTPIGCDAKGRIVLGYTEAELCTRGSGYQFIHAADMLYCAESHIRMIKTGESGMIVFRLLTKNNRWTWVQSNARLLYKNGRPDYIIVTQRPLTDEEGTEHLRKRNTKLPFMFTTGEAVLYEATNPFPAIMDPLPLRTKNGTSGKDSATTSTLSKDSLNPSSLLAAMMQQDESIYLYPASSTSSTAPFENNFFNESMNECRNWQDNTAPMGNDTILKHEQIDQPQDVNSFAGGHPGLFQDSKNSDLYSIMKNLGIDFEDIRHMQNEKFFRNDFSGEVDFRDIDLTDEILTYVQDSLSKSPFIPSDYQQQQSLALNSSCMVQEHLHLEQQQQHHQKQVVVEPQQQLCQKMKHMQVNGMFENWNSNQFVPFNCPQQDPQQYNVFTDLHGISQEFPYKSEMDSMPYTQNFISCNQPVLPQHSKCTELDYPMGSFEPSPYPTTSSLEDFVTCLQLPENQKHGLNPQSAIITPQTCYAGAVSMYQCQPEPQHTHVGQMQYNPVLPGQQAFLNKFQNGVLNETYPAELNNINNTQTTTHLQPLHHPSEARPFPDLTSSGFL
RPL19A TOR yeast: alters RPL19A-GFP fluorescence in TOR pathway yeast screen. S. cerevisiae RPL19A-GFP strain, flow cytometry, 3 h; hits give low values. percent response vs DMSO, % at 10 µM. 0.3% of 330,000 active. AID 2025;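 active = percent response vs DMSO below 50%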;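 note: median channel GFP fluorescence of the barcoded RPL19A-GFP strain; ratio of sample median GFP to plate DMSO average so 100% = DMSO; lower means less RPL19A-GFP as with rapamycin TOR inhibition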
CIT2 TOR yeast: modulators of TOR pathway CIT2-GFP in S. cerevisiae; S. cerevisiae CIT2-GFP strain, flow cytometry, 3 h; 100 means same as DMSO wells; AID 2029; 0.065% of 320,000 active; GFP response vs DMSO, % at 10 µM;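 active = GFP response relative to DMSO above a set limit, near the screen mean plus 3 SD, cut at about 150% in these data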;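 note: ratio of well median GFP fluorescence to mean of DMSO wells on the plate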
LAP4-GFP MLPCN: alters LAP4-GFP fluorescence in TOR pathway yeast screen | 0.34% of 320,000 active | S. cerevisiae LAP4-GFP multiplex, flow cytometry GFP, 3 h; median GFP as percent of DMSO wells | GFP response vs DMSO, % at 10 µM | AID 2023;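 active = GFP response vs DMSO above a set limit, about the screen mean plus 3 SD, cut at about 150% in these data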
AGP1 TOR yeast: modulators of TOR pathway AGP1-GFP in S. cerevisiae | S. cerevisiae AGP1-GFP multiplex flow cytometry, 3 h; GFP as percent of DMSO wells | GFP response vs DMSO, % at 10 µM | 0.02% of 320,000 active;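 active = GFP response relative to DMSO above a set limit, near screen average plus 3 SD, cut at about 150% in these data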;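 note: median GFP channel fluorescence of the gated AGP1 strain per well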
CR mimetic SO: yeast age-related superoxide inhibition as caloric restriction mimetic; S. cerevisiae aged cells, superoxide DHE fluorescence; hits give low values; 0.18% of 330,000 active; AID 2690; superoxide response (% of plate mean), % at 10 µM;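 active = superoxide response under a set limit, about three screen SD below normal, cut at about 65% in these data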;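 note: yeast aged for seven days with compound at 30 °C before DHE staining; 100% = average MFI of all compound-treated wells on the plate with controls excluded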
MEP2 TOR yeast: alters MEP2-GFP fluorescence in TOR pathway yeast screen. S. cerevisiae MEP2-GFP strain, flow cytometry GFP, 3 h; 100% = DMSO control level. GFP response vs DMSO, % at 10 µM. 0.51% of 330,000 active;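 active = GFP response versus DMSO above a set limit, roughly screen mean plus 3 SD, cut at about 180% in these data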;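 note: median GFP fluorescence of the barcode-gated MEP2-GFP cells per well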
Efflux pump mplx: blocks antifungal efflux pumps in multiplex yeast assay | S. cerevisiae Candida pump triplex, Nile Red efflux | 0.44% of 330,000 active | inhibition, % at 10 µM | AID 485275;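 active = plate passing quality check with inhibition over a set limit, or well fluorescence over plate mean plus 4 SD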;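 note: Nile Red retained in pooled yeast measured as flow cytometry median fluorescence; 0% = buffer negative control and 100% = Enniatin B positive control; higher means more Nile Red kept so more efflux inhibition; some compounds called inactive have numbers as strong as hits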
The depositor's hits bear a star; · = no result given; [ ] = another dose, or the depositor's remark. An unsorted share of the library, and some 3.9% of all compounds hit somewhere here.

1: CC(C)[C@H](NC(=O)C1CCN(S(=O)(=O)c2ccc(F)cc2)CC1)C(=O)N1CCCCCC1
2: CCOC(=O)c1c(-c2ccccc2)csc1NC(=O)/C(C#N)=C/c1ccc(O)c(OC)c1
3: COc1ccc(Cn2c(CCC(=O)O)nc3cccnc32)cc1
4: O=C(Nc1ccc2c(c1)OCCO2)c1cc(-c2ccccc2)nc2ccccc12
5: Cc1ccc(S(=O)(=O)N(Cc2ccccc2)Cc2ccco2)cc1
6: Cc1cc(N/N=C/c2ccc(F)cc2)nc(NCc2ccccc2)n1

screen / no.,1,2,3,4,5,6
AHR activator,-1,-1,-3,0,3,19
RPL19A TOR yeast,101,99,102,101,96,95
CIT2 TOR yeast,100,91,102,95,93,93
LAP4-GFP MLPCN,95,101,101,108,99,99
AGP1 TOR yeast,102,100,103,103,97,98
CR mimetic SO,99,104,101,98,94,109
MEP2 TOR yeast,105,102,100,106,97,94
Efflux pump mplx,0.1,-0.1,0.0,-0.1,-0.1,0.0

7: Cc1nc(N2CCN(Cc3ccc(Cl)cc3)CC2)c2oc3ccccc3c2n1
8: Fc1ccc(-n2cc(-c3ccccc3)c3c(NN4CCOCC4)ncnc32)cc1
9: COc1cc(C(CCN2CCN(c3ccccc3)CC2)c2c(OC)cc(OC)c3ccc(=O)oc23)cc(OC)c1OC (configuration not stated)
10: CC(NC(=O)c1ccco1)C(=O)OCc1cccc(C(F)(F)F)c1 (configuration not stated)
11: CC(=O)c1ccc(NC(=O)c2ccc(NC(=O)CCS(=O)(=O)c3cccs3)cc2)cc1
12: N/C(=N\OC(=O)c1ccccc1Cl)c1ccccc1

screen / no.,7,8,9,10,11,12
AHR activator,-9,17,-1,0,1,54*
RPL19A TOR yeast,97,101,95,95,100,95
CIT2 TOR yeast,90,106,69,89,77,97
LAP4-GFP MLPCN,106,102,123,105,94,100
AGP1 TOR yeast,101,105,80,104,110,81
CR mimetic SO,106,81,101,97,91,90
MEP2 TOR yeast,97,104,95,95,94,97
Efflux pump mplx,0.1,-0.1,0.1,0.1,0.1,0.1

13: CCOC(=O)N1CCN(C(=O)CSc2nc(CC)nc3c2c(=O)n(C)c(=O)n3C)CC1
14: Cc1c([N+](=O)[O-])cc(C(=O)NCc2ccc(F)cc2)cc1[N+](=O)[O-]
15: O=S(=O)(/N=C(\Nc1ccc(F)cc1)C(F)(F)F)c1ccccc1
16: COc1cccc(/C=C(/C(=O)OCC(N)=O)c2ccccc2)c1
17: Cc1nn2c(=O)cc(CSCC(=O)Nc3ccccc3F)nc2s1
18: CCCCNC(=S)NNC(=O)c1cc(C)on1

screen / no.,13,14,15,16,17,18
AHR activator,-2,9,4,4,0,0
RPL19A TOR yeast,111,101,98,97,107,104
CIT2 TOR yeast,104,107,101,92,100,110
LAP4-GFP MLPCN,108,98,94,109,102,96
AGP1 TOR yeast,111,99,100,94,107,108
CR mimetic SO,93,101,89,93,89,111
MEP2 TOR yeast,112,100,100,94,113,97
Efflux pump mplx,0.0,0.0,-0.1,-0.1,0.4,-0.1

19: Cc1cccc(CN2C3=NCCCN3c3ccccc32)c1
20: CCC(CC)C(=O)N(c1ccc(F)cc1)C1C=CS(=O)(=O)C1 (configuration not stated)
21: Cc1ccc(/C=C/C(=O)Oc2ccc(C#N)cc2)o1
22: CCCS(=O)(=O)N1CCC(C(=O)NCCN2CCC(Cc3ccccc3)CC2)CC1
23: NS(=O)(=O)c1ccc(NC(=S)NCc2ccc(Cl)cc2)cc1
24: O=C(NCCNCCO)C1(C(F)(F)F)C/C(=C\CCO)CCCO1 (configuration not stated)

screen / no.,19,20,21,22,23,24
AHR activator,-1,1,1,2,5,2
RPL19A TOR yeast,99,99,94,94,101,105
CIT2 TOR yeast,104,105,88,95,104,96
LAP4-GFP MLPCN,96,97,89,98,101,109
AGP1 TOR yeast,103,101,86,97,105,94
CR mimetic SO,99,91,88,94,103,100
MEP2 TOR yeast,103,100,96,96,104,95
Efflux pump mplx,0.2,-0.1,0.0,0.0,0.0,0.1

25: Cc1cc(C(=O)CCC(=O)N(C)CC(=O)Nc2ccccc2Br)c(C)s1
26: c1ccc(CCc2nc3ccccc3[nH]2)cc1
27: COc1ccc(Nc2sc(C(=O)Nc3cccc(Cl)c3)c(N)c2C(=O)Nc2ccccc2OC)cc1
28: O=C(N=C1N=C2C=CC(Br)=CN2Cc2ccccc21)c1ccc([N+](=O)[O-])cc1[N+](=O)[O-]
29: Cc1noc(C)c1COC(=O)c1csc2c1CCC(C)C2 (configuration not stated)
30: Cc1cc(C)c[n+](C[n+]2cc(C)cc(C)c2)c1

screen / no.,25,26,27,28,29,30
AHR activator,2,-1,22,94*,0,-1
RPL19A TOR yeast,100,100,99,99,108,93
CIT2 TOR yeast,97,99,95,90,104,96
LAP4-GFP MLPCN,103,89,102,92,112,96
AGP1 TOR yeast,101,94,99,105,109,100
CR mimetic SO,97,93,74,125,113,103
MEP2 TOR yeast,103,107,99,100,108,95
Efflux pump mplx,0.2,1.8,0.0,-0.1,0.0,0.1

In a second layout: five of the compounds above
Fields: AHR activator, RPL19A TOR yeast, CIT2 TOR yeast, LAP4-GFP MLPCN, AGP1 TOR yeast, CR mimetic SO, MEP2 TOR yeast, Efflux pump mplx
(29) Cc1noc(C)c1COC(=O)c1csc2c1CCC(C)C2 (configuration not stated)
  0, 108, 104, 112, 109, 113, 108, 0.0
(27) COc1ccc(Nc2sc(C(=O)Nc3cccc(Cl)c3)c(N)c2C(=O)Nc2ccccc2OC)cc1
  22, 99, 95, 102, 99, 74, 99, 0.0
(25) Cc1cc(C(=O)CCC(=O)N(C)CC(=O)Nc2ccccc2Br)c(C)s1
  2, 100, 97, 103, 101, 97, 103, 0.2
(26) c1ccc(CCc2nc3ccccc3[nH]2)cc1
  -1, 100, 99, 89, 94, 93, 107, 1.8
(28) O=C(N=C1N=C2C=CC(Br)=CN2Cc2ccccc21)c1ccc([N+](=O)[O-])cc1[N+](=O)[O-]
  94*, 99, 90, 92, 105, 125, 100, -0.1

Later entries:
31: CCOC(=O)N1CCC(N2CCCC(C(=O)c3ccc4cc(OC)ccc4c3)C2)CC1 (configuration not stated)
32: Cc1nn(C)c(-c2n[nH]c(=S)n2-c2ccccc2)c1Cl
33: COc1cc(-c2cc(C(=O)NCCc3ccc(S(N)(=O)=O)cc3)c3ccccc3n2)cc(OC)c1OC
34: CCCC(=O)Nc1ccc(Cl)c(-c2nc3ncccc3o2)c1
35: COc1ccccc1NC(=O)CSc1ccc(-c2ccco2)nn1
36: CSc1ccccc1OCc1cc(C(=O)N(C)CCn2nc(C)cc2C)no1

screen / no.,31,32,33,34,35,36
AHR activator,1,1,4,1,0,5
RPL19A TOR yeast,105,103,104,101,107,92
CIT2 TOR yeast,102,106,109,95,92,92
LAP4-GFP MLPCN,90,100,110,96,96,104
AGP1 TOR yeast,98,102,109,94,96,107
CR mimetic SO,107,102,97,116,97,99
MEP2 TOR yeast,106,114,103,98,101,99
Efflux pump mplx,-0.1,-0.2,-0.1,-0.1,-0.5,-0.1

37: COc1ccc(NS(=O)(=O)c2ccc(N3CCOCC3)c(NC(=O)c3ccccc3Br)c2)cc1
38: COc1ccc2c(c1)c(/C=C/c1cc[n+](C)cc1)cn2C
39: CCOc1ccc2nc(N(CCN(C)C)C(=O)/C=C/c3cccs3)sc2c1
40: CC[C@H](CO)NCCN[C@H](CC)CO
41: S=C1NCCNC(=S)NCCOCCOCCOCCN1
42: Cc1oc2ccc(OCc3cccc(Cl)c3)cc2c1C(=O)O

screen / no.,37,38,39,40,41,42
AHR activator,0,42,4,0,5,·
RPL19A TOR yeast,93,118,101,102,107,109
CIT2 TOR yeast,107,196*,99,90,100,108
LAP4-GFP MLPCN,96,138,110,109,99,104
AGP1 TOR yeast,102,118,102,93,102,105
CR mimetic SO,73,99,92,104,80,110
MEP2 TOR yeast,99,214*,100,97,102,111
Efflux pump mplx,0.0,16*,-0.2,-0.1,-0.1,0.0

43: Cn1c(=O)n(C)c2cc([N+](=O)[O-])c(N3CCN(CCO)CC3)cc21
44: COc1ccccc1CN1CC(C(=O)NCCc2ccc(C)o2)CCC1=O (configuration not stated)
45: CCn1c2ccccc2c(=O)c2ccccc21
46: CC(OC(=O)Cn1ccccc1=O)C(=O)Nc1cc(Cl)cc(Cl)c1 (configuration not stated)
47: O=C(COC(=O)C1CCCC1)Nc1cccc(Cl)c1Cl
48: Cc1ccc(OCc2cc(C(=O)N3CCN(c4ccccc4)CC3)no2)cc1C

screen / no.,43,44,45,46,47,48
AHR activator,0,0,7,1,-3,29
RPL19A TOR yeast,98,100,100,96,98,98
CIT2 TOR yeast,102,105,102,97,109,100
LAP4-GFP MLPCN,100,104,85,102,97,99
AGP1 TOR yeast,106,104,99,103,108,97
CR mimetic SO,96,103,81,83,98,97
MEP2 TOR yeast,99,109,109,98,101,99
Efflux pump mplx,0.0,0.2,0.0,-0.1,-0.2,-0.1

49: Cc1csc(NC(=O)NCC2CCCC(CNC(=O)Nc3nc(C)cs3)C2)n1 (configuration not stated)
50: CCOc1cc(S(=O)(=O)NCc2ccc3c(c2)OCO3)c(C)cc1C
51: COc1ccc(CC(=O)NNC(=O)[C@@H]2CCCC[C@@H]2C(=O)O)cc1
52: COc1ccc(S(=O)(=O)N2CCOC23CCN(C(=O)c2ccccc2OC)CC3)cc1
53: CC1(c2cccc([N+](=O)[O-])c2)CC(C)(C)N(C(=O)c2ccccc2)c2ccccc21 (configuration not stated)
54: Cc1ccc(-c2nnn(CC(=O)N3C(C)CCCC3C)n2)cc1 (configuration not stated)
55: O=C1CC(c2ccco2)Cc2nc(N3CCN(Cc4ccc5c(c4)OCO5)CC3)ncc21 (configuration not stated)
56: O=C(/C=C/c1cc[n+](CC(=O)c2ccc3cccc4c3c2CC4)cc1)c1ccc2cccc3c2c1CC3
57: COc1cc(-c2csc(C)n2)ccc1O

screen / no.,49,50,51,52,53,54,55,56,57
AHR activator,6,29,1,-2,0,2,-1,5,2
RPL19A TOR yeast,99,98,101[may fluoresce green],104,95,110,96,105,97
CIT2 TOR yeast,105,89,110[may fluoresce green],106,91,113,88,100,92
LAP4-GFP MLPCN,92,102,98[may fluoresce green],103,88,82,88,101,102
AGP1 TOR yeast,96,98,108[may fluoresce green],116,94,110,89,100,94
CR mimetic SO,99,100,108,91,103,104,92,116,108
MEP2 TOR yeast,102,93,100[may fluoresce green],106,94,105,86,95,100
Efflux pump mplx,0.1,0.2,-2.4,-0.1,-0.3,0.0,-0.3,0.3,0.0
